TNAP inh hi DEA: TNAP (human) inhibition, high acceptor; P05186; purified TNAP, CDP-star luminescence, 1 M DEA; inhibition, % at 20 µM; 0.03% of 200,000 active; AID 1135;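 active = over 50% inhibition of tissue-nonspecific alkaline phosphatase at 20 µM in the single-dose screen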;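 also: plate controls were DMSO wells for no effect and EDTA-quenched wells as full inhibition for full effect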
Target sequence (P05186 whole entry, looked up): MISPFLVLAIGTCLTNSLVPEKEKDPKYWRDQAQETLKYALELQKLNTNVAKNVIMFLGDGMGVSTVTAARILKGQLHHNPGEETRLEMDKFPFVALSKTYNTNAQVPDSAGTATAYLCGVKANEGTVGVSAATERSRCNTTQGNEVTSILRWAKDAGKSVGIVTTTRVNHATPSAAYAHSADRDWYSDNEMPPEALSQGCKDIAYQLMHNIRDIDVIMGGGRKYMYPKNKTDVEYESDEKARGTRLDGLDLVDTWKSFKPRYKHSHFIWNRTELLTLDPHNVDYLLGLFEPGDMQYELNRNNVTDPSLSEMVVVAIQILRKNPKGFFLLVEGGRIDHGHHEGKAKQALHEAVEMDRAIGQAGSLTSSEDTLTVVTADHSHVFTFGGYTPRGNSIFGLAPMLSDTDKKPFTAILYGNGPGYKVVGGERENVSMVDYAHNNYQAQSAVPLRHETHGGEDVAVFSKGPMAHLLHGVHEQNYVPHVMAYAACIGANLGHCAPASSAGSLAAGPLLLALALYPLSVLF
DTT redox prof: compounds producing H2O2 with reducing agent – biochemical, NIH compound library profiling, artefact control for MLSCN library redox annotation, primary screen. DTT-dependent redox cycling H2O2, phenol red/HRP absorbance; 100% = 100 µM peroxide control, 0% = buffer. 0.03% of 200,000 active. AID 878. activation, % at 10 µM;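 active = activation of at least 50% relative to the plate's high and low controls in the primary single-dose screen; inactive = activation below 50%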;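 also: compound incubated with DTT at 0.8 mM final as the reducing agent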
Hsp70 act: Hsp70 transcriptional activation, primary screen; HeLa Hsp70 promoter luciferase reporter, luminescence; scaled: vehicle 0, proteasome-inhibitor control 100%; activation, % at 10 µM; 0.04% of 200,000 active; AID 1203;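 active = activation above the mean across all tested compounds plus 3 SD, cutoff set per campaign, cut at about 5.5% in these data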;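 also: 100% = MG132 at 30 µM as the positive control and 0% = DMSO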
PMI act hi M6P: activators of human phosphomannose isomerase at near-saturating mannose 6-phosphate; coupled PMI enzyme assay, resazurin fluorescence, 20 min; hits give high values; 1 = untreated enzyme, 0 = substrate-free blank; activation factor at 20 µM; 0.34% of 190,000 active; AID 1216;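 active = activation factor of 2 or more at 20 µM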
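Technique: Diaphorase-driven resazurin-to-resorufin fluorescence, excitation 544, emission 590 nm | Assay system: Human PMI in coupled enzyme assay | Times: Enzyme reaction with compound 20 min at room temperature | Medium: HEPES-buffered pH 7.4 with magnesium and detergent | Reagent: Mannose-6-phosphate 1.0 mM (near-saturating) plus 0.22 mM NADP+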
L major viab: reduces viability of Leishmania major promastigotes; resazurin fluorescence viability; inhibition, % at 10 µM; 9% of 200,000 active; in the data active = inhibition above about 50%;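 also: promastigotes grown with compound for 44 hours at 28 °C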
RAM inhibit: inhibitors of the yeast RAM network; S. cerevisiae dse1pr::URA3 reporter, 5-FOA growth OD615, 2 d; analog-sensitive cbk1-as2 kinase mutant strain; inhibition, % at 50 µM; 1.8% of 190,000 active; AID 868;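 active = inhibition above a set limit, 3 SD over mean compound inhibition, cut at about 8.4% in these data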;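 also: 0% = DMSO-only wells with no growth and 100% = 10 µM 1-NA-PP1 full growth; inhibition rescues growth on 5-FOA so higher OD means more RAM inhibition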
HMGR II inh: blocks class II HMG-CoA reductase of Enterococcus faecalis. purified E. faecalis HMGR, NADPH absorbance 340 nm kinetic. inhibition, % at 10 µM. 0.41% of 190,000 active;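 active = inhibition above a set limit, the median over all tested compounds plus 3 SD, cut at about 9.5% in these data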;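 also: enzyme runs in reverse so mevalonate oxidation gives rising NADPH absorbance; 0% = complete reaction with DMSO and 100% = background rate lacking mevalonate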
PMI activator: activators of human phosphomannose isomerase | 0.005% of 190,000 active | activation factor at 20 µM | AID 1214 | purified human PMI, coupled resazurin fluorescence, 20 min; hits give high values; 1 = vehicle control, 0 substrate-free wells | P34949;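 active = activation factor of 2 or more at 20 µM, relative to plate controls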
TNAP inh no acc: TNAP (human) inhibition, acceptor-free conditions; purified TNAP, CDP-star luminescence, 30 min; 0.26% of 200,000 active; P05186; inhibition, % at 20 µM;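 active = tissue-nonspecific alkaline phosphatase inhibition above about 50% at 20 µM in the single-dose screen, limit read from the data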;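 also: 0% = DMSO negative control and 100% = EDTA positive control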
S1P3 antag: antagonists of human S1P3 receptor. CHO S1P3 NFAT-BLA reporter, FRET fluorescence, antagonist mode. 0.27% of 170,000 active. inhibition, % at 4.98 µM;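 active = inhibition above the plate cutoff, the mean inhibition of test wells on that plate plus 3 SD, cut at about 28% in these data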;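 also: cells challenged with S1P at its EC80 of 0.8 µM; blue over green emission ratio from cleaved BLA substrate after 4 h stimulation; 0% = S1P-stimulated wells and 100% = unstimulated DMSO-only wells; some compounds past the cut are filed as inactive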
Target sequence (Q99500 whole entry, looked up): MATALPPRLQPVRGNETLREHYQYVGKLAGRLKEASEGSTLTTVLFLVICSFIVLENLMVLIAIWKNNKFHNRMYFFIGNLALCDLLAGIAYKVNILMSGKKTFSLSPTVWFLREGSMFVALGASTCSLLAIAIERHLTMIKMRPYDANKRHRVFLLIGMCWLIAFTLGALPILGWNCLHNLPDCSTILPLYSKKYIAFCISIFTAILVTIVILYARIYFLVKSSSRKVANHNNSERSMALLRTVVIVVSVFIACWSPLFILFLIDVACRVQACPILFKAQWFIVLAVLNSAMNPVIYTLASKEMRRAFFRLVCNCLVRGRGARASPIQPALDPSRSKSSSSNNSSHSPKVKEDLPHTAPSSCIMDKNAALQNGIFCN
An asterisk follows results filed as active; . = no result given.

SMILES	TNAP inh hi DEA	DTT redox prof	Hsp70 act	PMI act hi M6P	L major viab	RAM inhibit	HMGR II inh	PMI activator	TNAP inh no acc	S1P3 antag
CCSc1nc2ccc(N3C(=O)C4C5C=CC(C5)C4C3=O)cc2s1 (centres undefined)	-4	4.7	0.0	1	-6	1.0	2	0.9	2	-8
CC1(C)CC(=O)c2c(n(-c3cccc4ccccc34)ccc2=O)C1	0	0.2	0.0	1	-2	0.9	-3	1.1	0	.
CCN(CC)c1nc2ccccc2c(N)c1-c1ccccc1	-3	2.6	-0.2	1	100*	0.1	-6	1	-12	.
CCn1c(SCC(=O)Nc2cccc(NC(C)=O)c2)nnc1C(C)C	-5	-0.3	-0.4	1	-4	-0.3	-2	0.9	-12	.
O=C(O)c1cc(S(=O)(=O)N2CCOCC2)ccc1N1CCOCC1	-6	0.4	-0.5	1.1	-4	2.2	-1	1	-10	.
COc1ccc2nc3sc(C(=O)N4CCN(C)CC4)cc3cc2c1	1	-2.2	-0.1	0.9	-5	2.8	-2	0.9	-5	-17
CC1=NN(C(=O)c2cccc(Cn3nc(C)c([N+](=O)[O-])c3C)c2)C(O)(C(F)(F)F)C1 (centres undefined)	-8	-1.8	-0.4	1.2	-10	2.2	3	1.1	-9	.
Cc1ccc(OCC(=O)NC2CC(C)(C)NC(C)(C)C2)cc1C	-3	-0.4	0.0	0.8	13	0.3	1	0.9	-11	-16
C(=N\N1CCN(C2c3ccccc3-c3ccccc32)CC1)/c1ccccn1	-8	-5.0	-0.1	1	-3	2.0	0	0.9	-7	.
NC(=O)CSc1nnc(Cn2c(=O)sc3ccccc32)n1-c1ccccc1	-4	-0.3	-0.4	0.7	-7	1.6	1	1	-16	-25
COc1cccc(-c2nnc(N(C)C(=O)c3ccno3)s2)c1	-4	-0.6	0.0	1	-6	2.5	4	1	-8	5
O=C(c1ccc2c(c1)OCO2)N1CCCN(C(=O)c2ccc3c(c2)OCO3)CC1	-2	4.0	0.1	0.9	0	0.8	-1	1	-4	-2
Nc1ccn(-c2ccccc2)c(=O)c1	-6	1.6	-0.1	0.9	8	1.5	1	0.9	-14	-50
CCN(CC)c1ccc(C2C3CCCCC3(O)CCN2CC(=O)Nc2ccccc2)cc1 (centres undefined)	3	-0.2	0.1	1	78*	-1.1	-4	0.9	-1	.
CCOC(=O)/C(=N/Nc1ccc(C)cc1)S(=O)(=O)c1ccc(Cl)cc1	0	0.6	0.0	1	1	12*	-3	0.9	1	.
CCS(=O)(=O)Nc1cc(C(=O)O)ccc1C	-7	0.1	-0.1	0.9	-3	-0.1	-2	1	-10	-12
COc1ccc(C(=O)C[N+]2(C)CCOCC2)cc1	-3	0.0	-0.4	0.3	-3	2.1	-4	0.2	-10	.
Cc1ccc2cccc(SCC(=O)N3CCOCC3)c2n1	1	2.1	0.2	0.9	-5	0.6	-1	0.9	-5	-12
COc1ccc(CNc2nc3ccccc3n2C)c(OC)c1	-7	-0.9	0.5	1	-6	-0.1	3	1	-8	7
O=C(O)c1cn(CCOc2ccccc2Cl)c2ccccc12	-3	-0.7	-0.1	1.1	2	-0.5	0	1.2	-11	-17
O=C(CCn1cnc(-c2ccccc2)c1-c1ccccc1)N/N=C/c1ccc(O)cc1	-5	-0.8	-0.3	0.9	0	1.4	-8	0.9	-3	-11
O=C(CSc1ncccn1)N1CCN(C(=O)CSc2ncccn2)CC1	-3	-0.1	-0.2	1.1	-7	2.0	-3	1	-12	11
O=C(COC(=O)c1ccccn1)Nc1ccc2c(c1)OCO2	-2	-0.5	0.0	0.8	7	0.9	2	0.9	-4	-6
CCC(=O)Nc1sccc1C(=O)OC	-1	-0.9	-0.2	0.9	-7	0.9	-10	0.9	-7	-7
O=C1NC(c2ccc(Cl)cc2)Nc2ccccc21 (centres undefined)	-4	0.2	0.9	1	-4	2.1	2	0.9	-15	7
Further compounds.
SMILES	TNAP inh hi DEA	DTT redox prof	Hsp70 act	PMI act hi M6P	L major viab	RAM inhibit	HMGR II inh	PMI activator	TNAP inh no acc	S1P3 antag
COc1ccc(N/N=C(/C#N)S(=O)(=O)c2nsc(C)c2C#N)cc1	-9	0.1	-0.5	1.3	-7	0.7	0	1.1	-7	.
CCOC(=O)N1CCN(C(=O)CSc2nc(C)nc3c2c(=O)n(C)c(=O)n3C)CC1	-2	-0.7	0.0	1.1	8	0.1	0	1.1	-12	-13
CCCCN(CC)C(=O)Cc1ccc(Br)cc1	-6	0.0	-0.1	0.9	-7	-0.9	-5	0.9	-3	6
Cn1c(N)c(C(=O)COC(=O)C2(c3ccccc3F)CCCC2)c(=O)n(C)c1=O	-9	-0.8	-0.4	1	79*	1.7	-2	1	-6	.
O=C(CSc1ccccc1C(=O)NCc1ccccc1)NC12CC3CC(CC(C3)C1)C2	1	-0.2	-0.3	0.9	34	1.4	3	0.9	-3	-19
O=C(CC(=O)c1ccccc1O)c1ccc(F)cc1	-2	-1.2	0.0	1.1	97*	3.2	-4	1	-4	.
CC(=O)c1ccc(N2CCN(C(=O)COc3ccc(F)cc3)CC2)c(F)c1	-6	-0.4	0.0	0.9	-6	0.1	-3	1	-10	-18
Cc1ccccc1NC(=S)NCCO	0	0.0	-0.4	1	4	1.6	-8	1	-2	-1
O=C(NN1C(=O)C2C3C=CC(C3)C2C1=O)C(O)c1ccccc1 (centres undefined)	-4	0.1	-0.1	0.9	-8	3.4	-2	1	-12	-12
CCOC(=O)C1=C(N)Oc2cc(C)[nH]c(=O)c2C1c1ccncc1 (centres undefined)	-7	2.9	0.1	1	-1	1.8	3	1	-5	-15
Cc1nc([N+](=O)[O-])cn1CC(=O)NCCCO	-3	0.1	-0.2	1	-2	-0.9	-9	1.1	-12	-1
CC(=O)NC(Cc1ccc(O)cc1)C(=O)NN (centres undefined)	-6	0.4	0.0	1.1	-2	1.0	-4	1.1	-10	-5
O=C(NCc1cccs1)C1CCN(S(=O)(=O)c2ccc(Cl)cc2)CC1	-2	-0.2	-0.3	0.9	-6	3.2	0	1	-3	8
CCC(=O)Nc1nnc(CSCc2ccccc2)s1	2	1.3	0.4	1	-2	4.8	-3	1	-5	3
O=c1c2c3c(sc2nc2n1CCC2)CCC3	-1	0.9	0.5	1	0	4.6	0	0.9	-8	.
CCCCn1c(=O)[nH]c2nc3cc(N)ccc3nc2c1=O	22	0.6	-0.2	0.5	10	3.0	2	0.6	14	11
Cc1cccc(NS(=O)(=O)c2ccc3c(c2)Cc2cc(S(=O)(=O)Nc4cccc(C)c4C)ccc2-3)c1C	3	0.2	-0.1	1.2	33	8.0	-3	1.1	-11	0
CC(C(=O)NC1=NCCS1)N1C(=O)C2CC=CCC2C1=O (centres undefined)	-4	-0.1	-0.1	1.1	-4	2.2	-3	1.1	-2	-12
Cc1cc(NC(=O)COC(=O)c2oc3c(Cl)cccc3c2C)no1	-3	-0.3	-0.3	0.9	-3	2.6	-2	1	-5	-10
C[n+]1cc(C(=O)N2CCCCC2)ccc1/C=C/c1c[nH]c2ccccc12	19	-0.3	-0.5	0.8	0	0.6	6	0.9	20	-10
CCN(CC)C(=O)CSc1nnc(-c2cccnc2)n1Cc1ccccc1	3	0.0	-0.4	1	-4	2.5	-4	0.9	-10	.
COc1c(OC(C)=O)ccc(/C=N\NC(=O)c2ccc(Br)cc2)c1[N+](=O)[O-]	-1	0.5	-0.4	0.9	4	3.2	2	0.9	3	-8
NC(=O)NCCCC(NC(=O)c1ccc(C#CC2(O)CCCCC2)cc1)C(=O)O (centres undefined)	0	-0.6	-0.4	1	-4	0.5	-5	1	-30	-17
COc1ccc(NC(=O)Cn2nnc(C(=O)NCc3ccccc3)c2N)cc1Cl	3	0.6	-0.4	1	10	1.9	0	1	-9	-4
COc1cc2c(cc1OC)-c1nncn1C(C)(C)C2	0	1.7	-0.2	1	11	2.2	1	0.9	-6	-43

Two consecutive compounds already listed, for reference:
SMILES	TNAP inh hi DEA	DTT redox prof	Hsp70 act	PMI act hi M6P	L major viab	RAM inhibit	HMGR II inh	PMI activator	TNAP inh no acc	S1P3 antag
COc1ccc(NC(=O)Cn2nnc(C(=O)NCc3ccccc3)c2N)cc1Cl	3	0.6	-0.4	1	10	1.9	0	1	-9	-4
COc1cc2c(cc1OC)-c1nncn1C(C)(C)C2	0	1.7	-0.2	1	11	2.2	1	0.9	-6	-43

Remaining list, next part.
SMILES	TNAP inh hi DEA	DTT redox prof	Hsp70 act	PMI act hi M6P	L major viab	RAM inhibit	HMGR II inh	PMI activator	TNAP inh no acc	S1P3 antag
COc1ccccc1-n1c(SCC(=O)NCc2ccc3c(c2)OCO3)nc2cc([N+](=O)[O-])ccc21	5	0.4	-0.2	0.5	33	4.8	-1	0.4	5	-4
Cn1cc(/C=N\NC(=O)c2cccs2)c2ccccc21	-1	-0.7	0.0	0.9	1	5.2	0	1	-13	13
Cn1cc(CNC(=O)/C=C/c2ccc(Cl)cc2)cn1	-1	-0.2	-0.1	1	-1	1.0	-1	0.9	-3	-14
O=C(NC1CCCC1)C(c1ccc(Cl)cc1)N(Cc1ccc(F)cc1)C(=O)CCl (centres undefined)	-1	0.0	-0.1	0.9	100*	0.7	-6	1.1	6	2
NC(=O)NC(=O)COC(=O)c1cccc(NS(=O)(=O)/C=C/c2ccccc2)c1	-6	-0.6	-0.4	0.9	6	6.2	-2	0.9	-8	-18
Cc1ccc(-n2nc3c(c2NC(=O)C(C)(C)C)CSC3)c(C)c1	-2	-0.6	-0.4	0.9	0	2.2	-6	0.8	-7	-9
COc1ccc(CCNC(=O)c2c(O)c3cccc4c3n(c2=O)CC4)cc1OC	0	.	.	1.2	.	.	.	1.2	-5	-14
CCOc1ccccc1NC1c2ccccc2C(=O)N1Cc1ccco1 (centres undefined)	-2	-1.1	-0.4	0.9	10	0.3	-7	1	-8	1
C=C(C)CSc1nnc([C@@H](NC(=O)OC(C)(C)C)C(C)CC)o1 (some centres undefined)	-7	2.7	-0.3	0.8	20	2.6	2	0.9	-11	-7
CCOc1cc(CNC2CCCC2)cc(Cl)c1OCc1ccc(F)cc1	3	-0.1	-0.1	1.1	100*	-0.4	2	1.1	-2	.
Cc1c(NC(=O)C2CCCN(S(=O)(=O)c3cnc[nH]3)C2)c(=O)n(-c2ccccc2)n1C (centres undefined)	-2	-1.7	-0.1	0.9	-7	0.3	-5	0.9	-13	-25
CC1CCC(NC(=O)Nc2cccs2)CC1 (centres undefined)	-2	0.0	0.1	0.9	-7	1.9	-5	0.9	-21	.
COc1ccc(C2C=C(C34CC5CC(CC(C5)C3)C4)NC(=S)N2)cc1 (centres undefined)	6	0.2	-0.2	0.9	16	1.1	-2	0.9	8	14
Cc1ccccc1Cn1nc(C)c(NC(=O)c2noc3c2CC(C(C)(C)C)CC3)c1C (centres undefined)	0	-2.9	-0.3	0.8	42	1.7	-4	0.7	-2	-3
CC(C)(C)NC(=O)CN(Cc1ccc2c(c1)OCO2)C(=O)CNC(=O)c1cccs1	-3	-0.6	-0.2	0.9	1	2.4	1	0.9	-10	-10
Cc1ccc(SCC(=O)N2N=CCC2c2ccccc2)cc1 (centres undefined)	-1	-0.6	0.1	1	84*	-0.2	-1	0.9	-16	-4

Screening results deposited in PubChem BioAssay by several laboratories.
